# Compound activity (PubChem)
# 14-3-3g Raf = modulators of human 14-3-3 gamma - Raf peptide interaction; actives 0.19% (n = 160,000); inhibition, % at 40 µM; P61981; FP, 14-3-3gamma / TMR-pS259-Raf peptide binding; in the data active = inhibition above about 30%;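 note: 0% = protein plus tracer without compound and 100% = blank with tracer alone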
# Target sequence (P61981 whole entry, looked up): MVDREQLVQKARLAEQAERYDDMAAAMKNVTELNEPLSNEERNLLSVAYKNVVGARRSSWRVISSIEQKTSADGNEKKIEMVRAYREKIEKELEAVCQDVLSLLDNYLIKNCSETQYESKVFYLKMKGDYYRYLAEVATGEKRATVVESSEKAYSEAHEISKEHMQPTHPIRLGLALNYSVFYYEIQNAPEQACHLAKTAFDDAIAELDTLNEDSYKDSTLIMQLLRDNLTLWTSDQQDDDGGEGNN
# Starred values were filed as active, the others as inactive; & = joins results of further samples.
14-3-3g Raf,molecule
-8,CCC(Sc1nc2n[nH]c(C)c2c(=N)n1-c1cccc(Cl)c1C)C(=O)N(CC)CC (centres undefined)
-39,O=C(Nc1ccc(OC(F)(F)F)cc1)c1nn2c(c1Cl)NC(c1ccco1)CC2C(F)(F)F (centres undefined)
-2,CC1=CC(C)(C)N2C(=O)C3(C(C#N)=C(N)OC4=C3C(=O)CCC4)c3c(C)c(C)cc1c32 (centres undefined)
-29,Cc1c(C(=O)NCCCN2CCCC2)oc2ccc(S(=O)(=O)N3CC(C)CC(C)C3)cc12 (centres undefined)
-8,CCCCNC(=O)CC1N=C2c3ccccc3N=C(SCC(=O)Nc3cccc(OC)c3)N2C1=O (centres undefined)
7,COc1ccc(C2CC(=O)C3=C(C2)NC(C)=C(C(=O)OC(C)C)C3c2ccccc2Br)cc1OC (centres undefined)
-4,COc1ccc(OCC(O)CON2C(=O)c3ccccc3C2=O)cc1 (centres undefined)
-6,CCc1c(O)nc(SCC(=O)NCC2CCCO2)[nH]c1=O (centres undefined)
3,CS(=O)(=O)N(CC(O)Cn1c2ccccc2c2ccccc21)c1ccccc1 (centres undefined)
103*,CC(=O)N1CCC2(CC1)CC(=O)c1cc(OCC(=O)NCc3ccccn3)ccc1O2
-4,CC(C)CCn1c(SCc2ccccc2)nc2ccsc2c1=O
6,CC1(C)CC(=O)C2=C(C1)NC(=O)CC2c1cccc([N+](=O)[O-])c1 (centres undefined)
-9,CCn1c(=N)c(C(=O)NCCc2ccccc2)cc2c(=O)n3cccc(C)c3nc21
1,CCOC(=O)c1cnn(-c2ccccc2)c1N=Cc1cc([N+](=O)[O-])ccc1O
1,O=C(c1ccc(S(=O)(=O)c2ccc(F)cc2)c([N+](=O)[O-])c1)N1CCc2ccccc21
-12,c1cc2c(c(NCc3ccncc3)c1)CCCC2
1,N=C1C(c2nc3ccccc3c(=O)[nH]2)=C(O)CN1CCc1ccccc1
5,COc1ccc(C)cc1NC(=O)CSc1nnc(COc2ccccc2)n1Cc1ccco1
-1,C=CCOC(=O)C1=C(C)NC(C)=C(C(=O)OCC=C)C1c1ccco1
3,CCOC(=O)c1ccc(CN(Cc2ccc(C)cc2)S(=O)(=O)c2ccc(F)cc2)cc1
-3,O=C(CCN1C(=O)C2(OCCO2)c2ccccc21)c1ccccc1
-1,O=C(Cc1cccc(C(F)(F)F)c1)OCC1CCCO1 (centres undefined)
-4,COc1ccccc1N1CCN(C(=O)Cn2cnc3ccc(S(=O)(=O)N4CCC(C)CC4)cc3c2=O)CC1
-6,NC(=O)c1ccccc1NC(=O)CSc1ccccn1
-5,CCOC(=O)c1cnc2c(ccc3ccccc32)c1NC1CCCCC1
-12,COc1ccc(-n2c(SC3CCOC3=O)nc3ccccc3c2=O)cc1OC (centres undefined)
-3,CC(O)CNc1ncnc2ccc(Br)cc12 (centres undefined)
-1,Cc1nn2c3ccccc3n(C)c2c1C(N)=O
-10,CCOC(=O)c1c(N)c(C#N)nn1-c1ccccc1C(=O)OC
-2,COC(=O)c1c[nH]n2c(NC3CCCCCC3)c(-c3cccc(OC)c3)nc12
-3,O=C(CCC(=O)N(c1cccc(F)c1)C(C(=O)NC1CCCC1)c1ccncc1)Nc1cccnc1 (centres undefined)
2,Cn1c(=O)c2c(nc(NCC3CCCO3)n2C)n(C)c1=O (centres undefined)
3,CC(=O)N1CCN=C1SCc1ccccc1F
6,CCN(C(=O)Cc1c(C(=O)O)[nH]c2ccc(Cl)cc12)c1cccc(C)c1
-20,CCCOc1ccc(-c2cc(C(=O)O)c3cc(Cl)ccc3n2)cc1
-6,COc1ccc2cc3cc(C(=O)NCc4ccc(F)cc4)sc3nc2c1
-19,COc1ccc(NC(=O)C2=C(C)NC(=S)NC2c2cccs2)c(OC)c1 (centres undefined)
-20,O=C(CSc1nnc(-c2ccco2)o1)c1cccc2ccccc12
-6,COc1ccccc1C(=O)N(c1ccc(C)cc1)S(=O)(=O)c1ccc(C)cc1
5,Cc1cccc(Cc2c(C)nc3nc(SCC(=O)NCc4ccccc4)nn3c2C)c1
-3&5,O=C(NCCN1CCOCC1)c1ccc2c(c1)N(Cc1ccc(F)cc1)C(=O)CS2
2,Clc1ccc(-c2csc(Nc3ccccc3)n2)cc1
2,Cc1nc2cc(N=Cc3ccccc3O)ccc2n1C
-2,CCc1c(C#N)c(SCC(=O)c2cc3c(ccc4ccccc43)oc2=O)nc2c1CCC2
-8,Cc1nn(-c2ccccc2)c2c1C1(C(=O)N(C)c3ccccc31)C(C#N)=C(N)O2 (centres undefined)
-9,COc1ccc(C2(C(=O)Nc3ccccc3Cl)CCCC2)cc1OC
-5&-19,O=C(CSc1nc2c(cnn2-c2ccc(F)cc2)c(=O)[nH]1)N1CCCCCC1
0&1,c1ccc2c(N3CCCCC3)nc(N3CCCCC3)nc2c1
-2,Cc1nn(Cc2ccccc2)c(Cl)c1C(=O)OCc1nnc(-c2ccc(Cl)cc2)o1
-4,NC(N)=NS(=O)(=O)c1ccc(N=Cc2ccccc2F)cc1

# More results:
14-3-3g Raf,molecule
-5,CC1CCCCN1S(=O)(=O)c1ccc2[nH]c(=O)cc(C(=O)NCCC3=CCCCC3)c2c1 (centres undefined)
-13,CNc1ccccc1-n1ccc(-c2ccccc2)n1
-5,O=C(NCCCNc1ccc([N+](=O)[O-])cc1)c1cccc(Br)c1
1,Cc1cccc(CCNC(=O)c2nnc(Cc3ccc(Cl)cc3)o2)c1
1,CN(C)c1nc(OCCNC(=O)COc2ccc(Cl)cc2Cl)nc(N2CCOCC2)n1
2,CC(=O)OC(C(=O)Nc1cccc(C)n1)c1ccccc1 (centres undefined)
-8,Cc1cc(C(=O)OCC(=O)NCc2ccco2)c(C)n1-c1ccc(F)cc1
0,COc1cc(C2=NOC(C(=O)NC3CCCCC3)C2)cc(OC)c1OC (centres undefined)
-6,CCn1c(-c2cncs2)nc2ccccc21
-5,COc1cc2[nH]c(=O)n(Cc3ccc(C(=O)N4CCN(Cc5ccccc5)CC4)cc3)c(=O)c2cc1OC
-5,O=C(c1ccc(Cl)cc1)N1CCN(c2ccc([N+](=O)[O-])cc2C(F)(F)F)CC1
-3,Cc1cccc(CNC(=O)C(=O)Nc2ccccc2C)c1
1,C=CCN(CC=C)C(=O)C[n+]1cccc(C(N)=O)c1
-12,O=C(OC1=C(c2ccccc2)C(=O)c2ccccc21)c1ccc(Br)cc1
-4,O=c1nc(-c2cccs2)cc(C(F)(F)F)[nH]1
-1,CCCOc1ccc(N2C(=O)CC(N3CCCC(C(=O)N4CCCC4)C3)C2=O)cc1 (centres undefined)
-9,CCOc1ccccc1NC(=O)C1CCN(S(=O)(=O)c2ccc(Cl)cc2)CC1
-5,COc1ccc(OC)c(NC(=O)C(C)N2C(=O)c3ccccc3C2=O)c1 (centres undefined)
0,COc1ccccc1NC(=O)c1cc(Sc2nncn2C)nc2ccccc12
3,O=C(CSc1nnc(-c2ccccc2O)o1)N1CCc2ccccc2C1
0,Cc1c(Cl)cccc1NC(=O)c1cc(S(=O)(=O)NC2CCCCCC2)ccc1F
-6,CCSc1nnc(NC(=O)C(C(F)(F)F)C(F)(F)F)s1
2,Cc1cccc(NC(=O)CSc2nc3ccccc3o2)c1
-3,c1ccc2c(NCC3CCCO3)nc(-c3ccncc3)nc2c1 (centres undefined)
-63,CCc1ccc2nc(N3CCC(C(=O)NCCCN4CCCCC4C)CC3)sc2c1 (centres undefined)
-3,Cc1noc(C)c1CSc1nc2ccccc2nc1NS(=O)(=O)c1ccc(Cl)cc1
8,COc1ccc(C2/C(=C(\O)c3ccccc3)C(=O)C(=O)N2CCO)c(OC)c1 (centres undefined)
-10,Cc1ccccc1C(=O)Nc1cccc(-c2cn3ccccc3n2)c1
7,CCOC(=O)CC(C)=Nc1ncn(-c2ccc(OC)cc2)c1C(=O)c1ccccc1
1,CCc1nnc(SCC(=O)Nc2cccc(C(F)(F)F)c2)nc1CC
-5,CC1(C)CC2CC(C)(CN2C(=O)C23CCC(C)(C(=O)O2)C3(C)C)C1 (centres undefined)
3,O=c1oc2ccccc2cc1-c1csc(Nc2ccccc2)n1
-2,CC(=O)Nc1cccc(NC(=O)c2cccc([N+](=O)[O-])c2C)c1
0&5,Cc1onc(-c2ccccc2Cl)c1C(=O)NCCn1c(C)cc2ccccc21
-2,CSc1cccc(NC(=O)COc2ccccc2)c1
-4,O=C1C2C3C=CC(C3)C2C(=O)N1c1ccc(Cc2ccc(N3C(=O)C4C5C=CC(C5)C4C3=O)cc2)cc1 (centres undefined)
-12,Cc1cc(NC(=O)c2ccco2)ncc1NC(=O)CCc1ccccc1
-3,COc1ccccc1NC(=O)c1cc(S(=O)(=O)N2CCc3ccccc3C2)ccc1F
-3,COc1ccc(-n2c(Cc3cccn3C)nnc2SCC(=O)Nc2ccccc2F)cc1
-3,CC(=O)C(Sc1nn(C)c(=S)s1)C(=O)Nc1ccccc1 (centres undefined)
7,O=C(O)CN1CCN(Cc2ccc(F)cc2Cl)C1=O
0,O=C(CC(NS(=O)(=O)c1ccc(Br)cc1)c1cccs1)NCc1ccccc1 (centres undefined)
2,CCOC(=O)C1=C(C)NC(C)=C(C(=O)OC2CCN(C)CC2)C1c1ccc2c(c1)OCO2 (centres undefined)
-2,COc1ccccc1-c1noc(CCC(=O)Nc2cccc(C)c2)n1
4,CC(=O)Nc1coc2ccc(Br)cc12
-6,O=C(COC(=O)C1CC(=O)N(c2ccc3c(c2)OCCO3)C1)NC1CCCc2ccccc21 (centres undefined)
7,O=S(=O)(Nc1cccc(-c2cn3ccccc3n2)c1)c1ccccc1
-8,O=C(NC1CCN(Cc2ccccc2)CC1)C1CCCN(S(=O)(=O)c2cccc3nonc23)C1 (centres undefined)
-2&5,CC(=O)N1C(=O)N(C)C2C1N(C)C(=O)N2C(C)=O (centres undefined)
4,CCOC(=O)c1cccc(NC(=O)CN(c2ccc(C)cc2)S(=O)(=O)c2c(C)n[nH]c2C)c1

# Continuation.
14-3-3g Raf,molecule
-1,COc1ccccc1-n1c(SCC(=O)N2CCCCC2)nc2c(c1=O)SCC2
1,CCCC(=O)Nc1c(C(=O)OCC)[nH]c2ccccc12
-23,Cc1ccc(Cl)cc1NC(=O)CCS(=O)(=O)c1ccc(Br)cc1
-6,Cc1[nH]nc2c1C1C(C2)C1(C)C (centres undefined)
-3,NC(=O)c1cc(S(=O)(=O)Nc2cccc(F)c2)co1
-1,CCc1ccc(NC(=O)CCNC(=O)Cn2cnc3ccccc3c2=O)cc1
2,Cc1sc2nc(CN(C(=O)c3cccs3)C3CCCC3)[nH]c(=O)c2c1C
-1,CC1(C)CC(=O)C2=C(C1)N(c1ccc(F)cc1)C(=O)CC2c1cccnc1 (centres undefined)
-17,COc1ccc(NC(=O)CCNS(=O)(=O)c2ccc(Br)s2)cc1Cl
-1,COc1cc2c(cc1OC)C(C)N(C(=O)c1cc3ccccc3o1)CC2 (centres undefined)
-4,COc1cccc(NC(=O)C2c3ccccc3Oc3ccccc32)c1
-25,COc1ccc(C)cc1NC(=O)c1oc2ccc(S(=O)(=O)N3CCOCC3)cc2c1C
-5,COc1cccc(C2C(C(=O)Nc3ccc(Br)cn3)=C(C)NC3=C2C(=O)CCC3)c1OC (centres undefined)
-9,CCOC(=O)N1CCN(c2c(N3CCC(N4CCCCC4)CC3)c(=O)c2=O)CC1
-3,O=C(CSc1nnc(CSc2nc3ccccc3s2)o1)NC1CCCCC1
1,CCN(CC)c1ncnc2sc(C(=O)N(C)Cc3ccccc3)c(C)c12
-1,CCCCCOC(=O)CSc1nc2ccccc2s1
-3,CCn1c(=O)c(C(=O)NCc2ccc(OC)cc2)c(O)c2ccccc21
-27,CCOC(=O)c1sc(N)c(C#N)c1CSc1nnc(C2CCCCC2)n1N
-10,O=C(NCc1ccco1)c1ccc2nc3sc4c(c3c(=O)n2c1)CCCC4
-1,Cc1ccc(C)c(NC(=O)CSc2nnc(CSc3nc(C)cc(C)n3)n2Cc2ccco2)c1
-9,Cc1sc2c(c1C)C(=O)NC(c1ccccc1F)N2 (centres undefined)
-4,C=C(C)c1cccc(C(C)(C)NC(=O)N2CCN(c3ccccc3OC)CC2)c1
-1,Cn1c(=O)[nH]c(=O)c2c1nc(Br)n2CCCO
1,Cc1ccc(NC(=O)c2c(-c3ccccc3Cl)noc2C)cc1F
-7&-2,Cc1cc(NC(=O)c2ccc3c(c2)OCCO3)no1
6,CC1CC(=O)N(C(=O)CCBr)c2ccc([N+](=O)[O-])cc2N1C(=O)CCBr (centres undefined)

# 18 of the compounds above, tab-delimited:
molecule	14-3-3g Raf
COc1ccccc1-n1c(SCC(=O)N2CCCCC2)nc2c(c1=O)SCC2	-1
CCCC(=O)Nc1c(C(=O)OCC)[nH]c2ccccc12	1
Cc1ccc(Cl)cc1NC(=O)CCS(=O)(=O)c1ccc(Br)cc1	-23
Cc1[nH]nc2c1C1C(C2)C1(C)C (centres undefined)	-6
NC(=O)c1cc(S(=O)(=O)Nc2cccc(F)c2)co1	-3
CCc1ccc(NC(=O)CCNC(=O)Cn2cnc3ccccc3c2=O)cc1	-1
Cc1sc2nc(CN(C(=O)c3cccs3)C3CCCC3)[nH]c(=O)c2c1C	2
CC1(C)CC(=O)C2=C(C1)N(c1ccc(F)cc1)C(=O)CC2c1cccnc1 (centres undefined)	-1
COc1ccc(NC(=O)CCNS(=O)(=O)c2ccc(Br)s2)cc1Cl	-17
COc1cc2c(cc1OC)C(C)N(C(=O)c1cc3ccccc3o1)CC2 (centres undefined)	-1
COc1cccc(NC(=O)C2c3ccccc3Oc3ccccc32)c1	-4
COc1ccc(C)cc1NC(=O)c1oc2ccc(S(=O)(=O)N3CCOCC3)cc2c1C	-25
COc1cccc(C2C(C(=O)Nc3ccc(Br)cn3)=C(C)NC3=C2C(=O)CCC3)c1OC (centres undefined)	-5
CCOC(=O)N1CCN(c2c(N3CCC(N4CCCCC4)CC3)c(=O)c2=O)CC1	-9
O=C(CSc1nnc(CSc2nc3ccccc3s2)o1)NC1CCCCC1	-3
CCN(CC)c1ncnc2sc(C(=O)N(C)Cc3ccccc3)c(C)c12	1
CCCCCOC(=O)CSc1nc2ccccc2s1	-1
CCn1c(=O)c(C(=O)NCc2ccc(OC)cc2)c(O)c2ccccc21	-3

# A portion of the library, so the mix of outcomes need not match the whole.
